NCI-60 one-dose screen, 48 h, at 10 µM unless noted. Numbers give growth in % (100 = growth as untreated, 0 = no growth, -100 = all killed).
IGROV1 = IGROV1 ovarian cancer | 79,000 compounds, 4.7% hits
UO-31 = UO-31 renal cancer. 81,000 compounds, 5.2% hits. AID 1794768
786-0 = 786-0 renal cancer cells; 81,000 compounds, 5.1% hits
SN12C = SN12C renal cancer cells; 81,000 compounds, 3.8% hits; AID 1794767
CAKI-1 = CAKI-1 renal cancer; 75,000 compounds, 4.7% hits; AID 1794772
TK-10 = TK-10 renal cancer cells. 81,000 compounds, 3.9% hits. AID 1794769
NCI/ADR-RES = NCI/ADR-RES ovarian cells; AID 1794790; 81,000 compounds, 4.4% hits
ACHN = ACHN renal cancer | 81,000 compounds, 4.9% hits | AID 1794771
* = called active by the depositor; & = joins results of further samples. How the source made its calls: active means growth percent below 10; inactive means the rest.

`O=C(O)c1cc(N=Nc2ccc(-c3ccc(N=Nc4c(S(=O)(=O)O)cc5ccc(Nc6ccccc6)cc5c4O)cc3)cc2)ccc1O` gave IGROV1 100, UO-31 81, 786-0 106, SN12C 99, TK-10 106, NCI/ADR-RES 104 and ACHN 102.
Screening COc1ccc2c(c1)c(-c1cc(N)n3nc(-c4c[nH]c5ccccc45)cc3n1)cn2C returned IGROV1 -62*, UO-31 -71*, 786-0 -84*, SN12C -81*, CAKI-1 -70*, TK-10 -92*, NCI/ADR-RES -43* and ACHN -80*.
CC(C)c1nc(SCC(=O)c2ccc(Br)cc2)nc(Nc2ccc(S(N)(=O)=O)cc2)c1C#N was read as IGROV1 95, UO-31 69, 786-0 101, SN12C 95, CAKI-1 88, TK-10 103, NCI/ADR-RES 96 and ACHN 93.
Screening COC(=O)/C(CCC=C(C)C)=C1\[C@@H](OC(C)=O)C[C@@]2(C)[C@H]1C[C@@H](O)[C@H]1[C@@]3(C)CC[C@H](NCCO)[C@@H](C)[C@@H]3CC[C@@]12C returned IGROV1 99, UO-31 79, 786-0 99, SN12C 105, CAKI-1 91, TK-10 115, NCI/ADR-RES 101 and ACHN 97.
For O=C(CSc1nnc2n3c(nn12)SCC(c1ccccc1)=N3)c1ccc(Br)cc1 the results were IGROV1 99, UO-31 83, 786-0 100, SN12C 105, CAKI-1 94, TK-10 111, NCI/ADR-RES 105 and ACHN 98.
Screening COc1ccc2c(c1)CN1C(=S)N([C@H](C)c3ccccc3)C(=O)C1=N2 returned IGROV1 86, UO-31 57, 786-0 48, SN12C 87, CAKI-1 64, TK-10 98, NCI/ADR-RES 58 and ACHN 52.
O=c1c2cc(F)ccc2sc2c(NCCN3CCCCC3)nc3ccccc3c12 was read as IGROV1 27, UO-31 27, 786-0 41, SN12C 49, CAKI-1 39, TK-10 78, NCI/ADR-RES 67 and ACHN 43.
Screening COc1ccc(-c2nocc2-c2cccs2)cc1 returned IGROV1 102, UO-31 88, 786-0 103, SN12C 103, CAKI-1 90, TK-10 104, NCI/ADR-RES 110 and ACHN 103.
`CN(C)C(=O)C1=NC(Cc2c[nH]c3ccccc23)C(=O)N(c2ccc(Cl)cc2)N1` (configuration not stated) gave IGROV1 103, UO-31 94, 786-0 92, SN12C 97, TK-10 93, NCI/ADR-RES 100 and ACHN 100.
`CCCCCCCCCCCCSC(=O)C(Cl)(Cl)Cl` gave IGROV1 111, UO-31 96, 786-0 99, SN12C 105, CAKI-1 96, TK-10 114, NCI/ADR-RES 120 and ACHN 98.

Next part; the last 4 above are carried over.
O=c1c2cc(F)ccc2sc2c(NCCN3CCCCC3)nc3ccccc3c12 was read as IGROV1 27, UO-31 27, 786-0 41, SN12C 49, CAKI-1 39, TK-10 78, NCI/ADR-RES 67 and ACHN 43.
Screening COc1ccc(-c2nocc2-c2cccs2)cc1 returned IGROV1 102, UO-31 88, 786-0 103, SN12C 103, CAKI-1 90, TK-10 104, NCI/ADR-RES 110 and ACHN 103.
`CN(C)C(=O)C1=NC(Cc2c[nH]c3ccccc23)C(=O)N(c2ccc(Cl)cc2)N1` (configuration not stated) gave IGROV1 103, UO-31 94, 786-0 92, SN12C 97, TK-10 93, NCI/ADR-RES 100 and ACHN 100.
`CCCCCCCCCCCCSC(=O)C(Cl)(Cl)Cl` gave IGROV1 111, UO-31 96, 786-0 99, SN12C 105, CAKI-1 96, TK-10 114, NCI/ADR-RES 120 and ACHN 98.
For O=c1cc(Cn2cc(CSc3nc4cc(Cl)ccc4o3)nn2)c2ccc3ccccc3c2o1 the results were IGROV1 105, UO-31 85, 786-0 105, SN12C 101, CAKI-1 104, TK-10 120, NCI/ADR-RES 106 and ACHN 106.
Screening CNC(=S)N/N=C/c1cnccn1 returned IGROV1 92, UO-31 75, 786-0 99, SN12C 97, CAKI-1 91, TK-10 104, NCI/ADR-RES 104 and ACHN 99.
Screening CC(=O)c1ccccc1[N+](=O)[O-] returned IGROV1 120, UO-31 101, 786-0 104, SN12C 97, CAKI-1 105, TK-10 108, NCI/ADR-RES 106 and ACHN 112.
For Cc1nnc(N2CCN(c3ccccc3F)CC2)c2ccccc12 the results were IGROV1 109, UO-31 96, 786-0 90, SN12C 100, CAKI-1 87, TK-10 89, NCI/ADR-RES 97 and ACHN 98.
For COc1ccc(-c2c(C#N)c(N)nn2-c2ncc(C#N)c(N)n2)cc1 the results were IGROV1 90, UO-31 86, 786-0 96, SN12C 106, TK-10 88, NCI/ADR-RES 106 and ACHN 98.
Cc1ccc(C(=O)c2ccccc2)cc1C was read as IGROV1 96, UO-31 90, 786-0 105, SN12C 98, CAKI-1 103, TK-10 101, NCI/ADR-RES 106 and ACHN 106.
For Nc1ccn(C2OC3COC2C3O)c(=O)n1 (configuration not stated) the results were IGROV1 123, UO-31 91, 786-0 101, SN12C 105, CAKI-1 99, TK-10 100, NCI/ADR-RES 107 and ACHN 93.
COc1ccc(OC)c(C2=C(CN)C(O)N=C(Sc3cc(O)c(O)cc3C)N2)c1 (configuration not stated) was read as IGROV1 98, UO-31 72, 786-0 96, SN12C 105, CAKI-1 93, TK-10 101, NCI/ADR-RES 104 and ACHN 107.
`Cc1nnc(NS(=O)(=O)c2ccc(N=Nc3cc4ccccc4c(C(=O)O)c3O)cc2)s1` gave IGROV1 101, UO-31 85, 786-0 101, SN12C 103, CAKI-1 101, TK-10 102, NCI/ADR-RES 108 and ACHN 120.
For CN(C(=O)Cn1ccnc1)C(c1ccccc1)c1ccccc1 the results were IGROV1 101, UO-31 88, 786-0 103, SN12C 104, CAKI-1 96, TK-10 101, NCI/ADR-RES 103 and ACHN 100.
For COc1cc(C)cc2c1C(C)(C)CCC2(C)C the results were UO-31 92, 786-0 101, SN12C 99, CAKI-1 97, TK-10 98, NCI/ADR-RES 101 and ACHN 108.
For Cc1ccccc1NC(=O)c1ccccc1Cl the results were IGROV1 113, UO-31 98, 786-0 101, SN12C 109, CAKI-1 100, TK-10 106, NCI/ADR-RES 106 and ACHN 110.
`O=C(Nc1ccccc1Cl)Oc1ccc2ccccc2c1` gave IGROV1 78, UO-31 69, 786-0 91, SN12C 99, CAKI-1 98, TK-10 130, NCI/ADR-RES 101 and ACHN 98.
For O=C(O)CCCN1C(=O)C2C3CCC(C3)C2C1=O (configuration not stated) the results were IGROV1 102, UO-31 90, 786-0 106, SN12C 103, CAKI-1 97, TK-10 98, NCI/ADR-RES 108 and ACHN 109.
`COc1ccc(NC(=O)C2c3ccccc3C(=O)N(CC(C)C)C2c2cccs2)cc1Cl` (configuration not stated) gave IGROV1 104, UO-31 100, 786-0 104, SN12C 101, CAKI-1 107, TK-10 118, NCI/ADR-RES 96 and ACHN 97.
CO/N=C1\CN(c2nc3c(cc2F)c(=O)c(C(=O)O)cn3C2CC2)CC1CN (configuration not stated) was read as IGROV1 90, UO-31 85, 786-0 106, SN12C 89, CAKI-1 101, NCI/ADR-RES 101 and ACHN 108.
Screening COC(=O)[C@H]1Cc2c([nH]c3ccccc23)[C@@H](c2cccnc2)N1 returned IGROV1 107, UO-31 89, 786-0 99, SN12C 103, CAKI-1 88, TK-10 94, NCI/ADR-RES 106 and ACHN 98.
For COc1ccc(C2CC(c3cccs3)=NN2c2ccc(S(=O)(=O)NC(=O)Nc3ccc(C)cc3)cc2)cc1 (configuration not stated) the results were IGROV1 108, UO-31 86, 786-0 104, SN12C 111, CAKI-1 96, TK-10 97, NCI/ADR-RES 103 and ACHN 97.
`Clc1ccc(-c2ccc(-c3nn4c(-c5ccccc5)nnc4s3)o2)cc1` gave IGROV1 98, UO-31 72, 786-0 97, SN12C 97, CAKI-1 96, TK-10 106, NCI/ADR-RES 106 and ACHN 92.
CCCCCCCCN(CCCCCCCC)C(C)C(O)c1ccc2cc(Br)c3ccccc3c2c1 (configuration not stated) was read as IGROV1 102, UO-31 72, 786-0 106, SN12C 109, TK-10 105, NCI/ADR-RES 103 and ACHN 100.
For CSC1=N/C(=C\c2cccc(OCc3ccc(Cl)cc3)c2)C(=O)N1 the results were IGROV1 87, UO-31 67, 786-0 84, SN12C 81, CAKI-1 81, TK-10 79, NCI/ADR-RES 79 and ACHN 87.
`Cc1cccc(-n2c(SCC(=O)Nc3ccc(S(=O)(=O)Nc4nccc(C)n4)cc3)nc3ccccc3c2=O)c1` gave IGROV1 106, UO-31 86, 786-0 101, SN12C 107, CAKI-1 91, TK-10 99, NCI/ADR-RES 101 and ACHN 100.
For CCN(C(=O)N1CCN(c2cc3c(cc2F)c(=O)c(C(=O)O)cn3C2CC2)CC1)c1nc(-c2ccc(OC)cc2)cs1 the results were IGROV1 54, UO-31 24, 786-0 40, SN12C 23, CAKI-1 74, TK-10 81, NCI/ADR-RES 54 and ACHN 73.
`COc1ccccc1C1(CCC#N)CCCCC1=O` (configuration not stated) gave IGROV1 103, UO-31 86, 786-0 100, SN12C 101, CAKI-1 94, TK-10 98, NCI/ADR-RES 105 and ACHN 107.
O=c1c2ccccc2nc(N/N=C/c2ccc(N3CCOCC3)cc2)n1-c1ccccc1 was read as IGROV1 102, UO-31 85, 786-0 104, SN12C 106, TK-10 100, NCI/ADR-RES 107 and ACHN 103.
For COc1cc([N+](=O)[O-])ccc1N=Cc1ccc(C=Nc2ccc([N+](=O)[O-])cc2OC)cc1 the results were IGROV1 102, UO-31 79, 786-0 107, SN12C 102, CAKI-1 75, TK-10 115 and NCI/ADR-RES 107.
Screening CC(=O)C1=C(C)NC(NN)=NC1c1ccc(Cl)cc1 (configuration not stated) returned IGROV1 101, UO-31 83, 786-0 103, SN12C 102, CAKI-1 89, TK-10 125, NCI/ADR-RES 96 and ACHN 98.
CC(C)CC(Br)C(=O)NCC(=O)NC(Cc1ccccc1)C(=O)O (configuration not stated) was read as IGROV1 108, UO-31 97, 786-0 104, SN12C 107, CAKI-1 97, TK-10 120, NCI/ADR-RES 106 and ACHN 123.
For CCSc1nc2scc(C)c2c(=O)[nH]1 the results were IGROV1 102, UO-31 89, 786-0 94, SN12C 99, CAKI-1 92, TK-10 110, NCI/ADR-RES 102 and ACHN 101.
For Cc1ccc(S(=O)(=O)N/N=C2\C(=N\NS(=O)(=O)c3ccc(C)cc3)C3c4ccccc4C2c2ccccc23)cc1 the results were IGROV1 114, UO-31 80, 786-0 106, SN12C 100, CAKI-1 96, TK-10 123, NCI/ADR-RES 114 and ACHN 99.
For CN1C(CCl)Nc2cc(Cl)c(S(N)(=O)=O)cc2S1(=O)=O (configuration not stated) the results were IGROV1 82&108, UO-31 88&81, 786-0 96&101, SN12C 118&97, CAKI-1 116&98, TK-10 109&114, NCI/ADR-RES 104&102 and ACHN 93&96.
COc1ccc(-c2csc(NC(=O)COCc3c(-c4ccccc4)no[n+]3[O-])n2)cc1 was read as IGROV1 101, UO-31 82, 786-0 108, SN12C 102, CAKI-1 99, TK-10 110, NCI/ADR-RES 99 and ACHN 103.
Screening Cn1c(=O)[nH]c(=O)c2nc(CCC(=O)NCCC(=O)O)c(=O)[nH]c21 returned IGROV1 99, UO-31 87, 786-0 109, SN12C 99, CAKI-1 94, TK-10 106, NCI/ADR-RES 105 and ACHN 101.
COc1cc2c(cc1CC(Br)CBr)OCO2 (configuration not stated) was read as IGROV1 78, UO-31 88, 786-0 98, SN12C 103, CAKI-1 80, TK-10 94, NCI/ADR-RES 82 and ACHN 94.
`Cc1ccc(-c2cc(-c3cccc(Cl)c3)[nH]c(=O)c2C#N)s1` gave IGROV1 98, UO-31 82, 786-0 92, SN12C 102, CAKI-1 100, TK-10 96, NCI/ADR-RES 102 and ACHN 101.
Screening C(=N\N1CCCCCC1)/c1ccc(OCc2ccccc2)cc1 returned IGROV1 102, UO-31 90, 786-0 95, SN12C 102, CAKI-1 94, TK-10 103, NCI/ADR-RES 111 and ACHN 102.
For O=C1/C(=C\c2ccc[nH]2)c2ccccc2N1c1c(Cl)cccc1Cl the results were IGROV1 72, UO-31 66, 786-0 86, SN12C 95, CAKI-1 63, TK-10 85, NCI/ADR-RES 71 and ACHN 86.
`O=C1OC(=O)C2C(c3ccccc3)=C(c3ccccc3)C(c3ccccc3)=C(c3ccccc3)C12` (configuration not stated) gave IGROV1 107, UO-31 80, 786-0 104, SN12C 119, CAKI-1 94, TK-10 108, NCI/ADR-RES 102 and ACHN 99.
CC(=O)NC(CO)C(=O)c1ccc([N+](=O)[O-])cc1 (configuration not stated) was read as IGROV1 104, UO-31 73, 786-0 101, SN12C 91, CAKI-1 90, TK-10 93, NCI/ADR-RES 106 and ACHN 98.
Screening COc1c(O[C@H]2O[C@@H](CO)[C@@H](O)C(O)C2O)cc2oc3cc(O[C@H]4O[C@@H](CO)[C@@H](O)C(O)C4O)c(CC=C(C)C)c(O)c3c(=O)c2c1CC=C(C)C (some centres not stated) returned IGROV1 92, UO-31 83, 786-0 89, SN12C 90, CAKI-1 104, TK-10 87, NCI/ADR-RES 100 and ACHN 105.
Oc1ccccc1/C=N/C(/N=C/c1ccccc1O)c1ccccc1O was read as IGROV1 101, UO-31 68, 786-0 102, SN12C 93, CAKI-1 94, TK-10 114, NCI/ADR-RES 104 and ACHN 96.
